DAT uptake mod – changed human dopamine transporter uptake under cocaine IC80 | LLC-PK1 hDAT cells, [14C]-dopamine uptake with cocaine IC80; actives deviate in either direction | B-score at 10 µM | actives 1.3% (n = 110,000);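 active = Z score or B-score, a plate-position-corrected score, falls beyond the plate's 99.7% confidence bounds, in either direction; inactive = both scores lie inside the 99.7% bounds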;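 also: scored against the spread of the other compound wells on the same plate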
Target sequence (Q01959 whole entry, looked up): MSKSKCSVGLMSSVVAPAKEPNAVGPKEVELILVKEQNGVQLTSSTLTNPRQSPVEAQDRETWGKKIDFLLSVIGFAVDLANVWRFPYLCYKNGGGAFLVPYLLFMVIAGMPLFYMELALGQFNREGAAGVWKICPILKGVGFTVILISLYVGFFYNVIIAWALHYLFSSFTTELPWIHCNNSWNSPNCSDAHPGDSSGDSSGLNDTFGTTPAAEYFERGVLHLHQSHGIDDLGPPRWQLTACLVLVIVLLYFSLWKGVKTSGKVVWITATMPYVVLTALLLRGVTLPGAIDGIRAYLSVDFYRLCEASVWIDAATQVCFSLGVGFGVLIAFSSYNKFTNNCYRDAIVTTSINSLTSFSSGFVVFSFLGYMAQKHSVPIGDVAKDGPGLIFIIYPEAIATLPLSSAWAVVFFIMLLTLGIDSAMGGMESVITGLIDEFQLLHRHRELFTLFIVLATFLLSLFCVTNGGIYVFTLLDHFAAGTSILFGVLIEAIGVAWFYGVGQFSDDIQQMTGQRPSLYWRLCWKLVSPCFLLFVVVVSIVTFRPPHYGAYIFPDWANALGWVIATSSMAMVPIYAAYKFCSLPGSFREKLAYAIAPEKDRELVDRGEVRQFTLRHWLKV
Calb biofilm kill – kills Candida albicans biofilms; C. albicans biofilm + clotrimazole, Alamar Blue; inhibition, % at 6 µM; actives 0.14% (n = 85,000); AID 834;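 active = inhibition above 20%; inactive = inhibition below 20%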;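 also: preformed 24 hr biofilms exposed to compound for 48 hr; 0% = biofilm without compound and 100% = blank killed by clotrimazole plus chlorhexidine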
HUVEC tox TNFa – toxic to HUVEC cells under TNF alpha stimulation. HUVEC TNFalpha-stimulated, Hoechst cell count, imaging. cell count reduction, % at 2 µM. actives 0.17% (n = 93,000);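 active = cell count reduction exceeding the screen mean by over 5 SD, scaled to untreated wells per plate, cut at about 78% in these data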;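 also: cells counted after 24 h of TNF alpha exposure following the 1 h pretreatment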
Smad3 inh – blocks human Smad3 binding to FoxH1 peptide; P84022; actives 0.29% (n = 88,000); TR-FRET Smad3/Dy647-FoxH1 peptide binding, europium anti-His; inhibition, % at 25 µM;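 active = compounds that reduce the energy-transfer binding signal between the protein and its labelled peptide by more than half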;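 also: 0% = Smad3 plus labelled peptide maximal FRET and 100% = peptide-only background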
Target sequence (P84022 whole entry, looked up): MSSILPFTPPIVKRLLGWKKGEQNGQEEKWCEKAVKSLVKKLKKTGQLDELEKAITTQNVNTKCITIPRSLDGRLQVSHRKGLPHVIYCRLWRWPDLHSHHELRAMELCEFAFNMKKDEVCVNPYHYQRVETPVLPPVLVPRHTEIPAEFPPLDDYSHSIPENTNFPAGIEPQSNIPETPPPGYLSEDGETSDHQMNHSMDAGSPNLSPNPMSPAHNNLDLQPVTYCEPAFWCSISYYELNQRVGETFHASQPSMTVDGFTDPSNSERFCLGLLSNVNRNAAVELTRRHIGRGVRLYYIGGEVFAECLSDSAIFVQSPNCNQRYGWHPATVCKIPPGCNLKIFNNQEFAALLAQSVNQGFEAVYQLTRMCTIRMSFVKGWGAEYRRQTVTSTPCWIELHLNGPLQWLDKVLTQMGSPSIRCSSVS
PTPN22 inh 2 – blocks human PTPN22 phosphatase activity | Q9Y2R2 | recombinant LYP catalytic domain, DiFMUP fluorescence | inhibition, % at 2 µM | actives 0.21% (n = 96,000) | AID 640;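 active = inhibition at 2 µM at or above a set limit, the screen mean plus 3 SD, cut at about 24% in these data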;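 also: 0% = DMSO with enzyme and 100% = enzyme fully blocked by orthovanadate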
HUVEC tox IL1B – toxic to HUVEC cells under IL-1B stimulation. AID 845. HUVEC cell count loss, Hoechst imaging, IL-1B stimulated. cell count reduction, % at 2 µM. actives 0.41% (n = 94,000);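 active = cell count reduction more than 3 SD above the screen-wide mean, cut at about 70% in these data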;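 also: normalized per plate to untreated control cells as the no-loss baseline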
VCAM1 TNFa inh – reduces TNF alpha induced VCAM1 expression in HUVEC; HUVEC TNFa-induced VCAM-1 immunofluorescence, high-content imaging; AID 802; inhibition, % at 2 µM; actives 0.48% (n = 95,000);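 active = inhibition above the batch mean plus 3 SD, with images confirmed as a hit by eye, cut at about 37% in these data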;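 also: 0% = TNF-stimulated DMSO wells and 100% = unstimulated control wells; not every result past the cut was called active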
MT1-MMP txn act – activates MT1-MMP transcription; HT1080 MT1-MMP promoter luciferase reporter, luminescence, overnight; active compounds read high; activation factor at 10 µM; actives 0.16% (n = 86,000); AID 750;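 active = activation factor of at least 2 for MT1-MMP transcription at 10 µM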
cytoskel mod – alters cytoskeleton assembly in HUVEC cells; HUVEC TNFa F-actin phalloidin imaging, high content; inhibition, % at 2 µM; actives 0.18% (n = 91,000);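 active = inhibition above the batch mean plus 3 SD and confirmed as a hit by visual image inspection, cut at about 30% in these data, passing the limit was not always enough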; also: strong numbers were not always called active
The depositor's hits bear a star; . = no result given. Some of the compounds tested; rates above refer to the full screens.

SMILES,DAT uptake mod,Smad3 inh,Calb biofilm kill,PTPN22 inh 2,MT1-MMP txn act,VCAM1 TNFa inh,cytoskel mod,HUVEC tox TNFa,HUVEC tox IL1B
CCCc1nc(N)c(C#N)c(-c2cccnc2)c1CC,1.91,6.7,4.5,-13.4,1,-8.1,2.8,0.4,4.6
N#Cc1c(-c2cccs2)cc(-c2cccnc2)nc1N,-0.0617,.,.,-3.2,0.8,-5.0,2.9,-7.1,3.5
Cc1cc(Nc2ncc(Cl)cc2Cl)n(-c2ccccn2)n1,0.055,4.8,11.7,.,0.9,.,.,.,.
Cc1ccc(-c2nn3nnnc3c3ccccc23)cc1C,-0.894,-12.8,-1.8,10.5,1,1.3,28.3,-22.4,6.0
CN(CCc1ccccn1)S(=O)(=O)c1ccc2c3c(cccc13)C(=O)N2,0.361,7.4,2.9,-10.8,1.1,-8.6,8.1,-15.0,-32.4
O=C(Cn1c(=O)sc2ccccc21)Nc1ccccc1C(=O)O,0.75,-0.5,.,-5.8,1.2,-70.8,-8.2,-38.1,-6.5
CCOC(=O)CSc1nnc(-c2c[nH]c3ccccc23)n1CC,0.283,-0.8,5.3,.,1.1,.,.,.,.
Cc1ccccc1-c1nc(CN2CCC(C(=O)NC3CCN(Cc4ccccc4)CC3)CC2)c(C)o1,-0.78,-12.7,0.6,-11.4,.,3.0,-9.2,5.4,-10.3
COc1ccc2cc(CCNC(=O)C(C)C)c(=O)[nH]c2c1,0.677,11.1,7.6,.,1.2,.,.,.,.
c1coc(-c2nc(-c3ccncc3)no2)c1,-0.461,7.0,5.6,-5.2,1.6,9.9,5.2,-12.3,-16.3
O=C(Nc1ccc(N2CCOCC2)c(Cl)c1)c1ncn[nH]1,0.117,-1.3,-0.5,15.2,1,2.2,4.7,-29.3,-9.4
COc1ccc(NC(=O)CSc2nc(-c3ccncc3)nn2CC(=O)N2CCCC2)cc1,-0.245,-5.9,2.9,.,1.1,.,.,.,.
C=C(C)Cn1c(N(CCO)Cc2ccccc2)nc2c1c(=O)[nH]c(=O)n2C,-1.11,-0.2,8.2,-3.5,1,7.6,13.2,-12.5,-32.7
CC1CCCN(C(=S)NCCc2ccccc2)C1 (stereo unspecified),-0.951,3.7,9.4,5.4,1.3,7.5,-15.3,-0.7,-4.9
CCCCCn1nc(-c2ccccc2)c2nc3ccccc3nc21,0.224,5.2,1.0,9.4,1.1,6.0,-3.2,3.1,-3.8
O=C(CSc1nnc(C2COc3ccccc3O2)o1)N1CCOCC1 (stereo unspecified),-1.3,0.2,1.9,3.6,1.2,-0.5,-16.8,-1.6,-10.0
CCOC(=O)C1=C(C)Nc2nc(SCc3cccnc3)nn2C1c1ccc(OC)cc1 (stereo unspecified),0.385,5.9,2.2,-3.2,1.1,17.9,17.5,-26.0,1.2
CN(Cc1cccs1)CC(O)COCc1ccco1 (stereo unspecified),-0.423,-0.1,4.1,4.0,1.1,17.0,3.0,2.1,10.1
O=C(Nc1ccc2c(c1)OCCO2)NC12CC3CC(CC(C3)C1)C2,-0.591,12.2,4.5,-10.7,1.7,-19.9,-11.0,-21.0,7.4
Cc1nc2ccccc2c2c1C(=O)N(Cc1cccnc1)C2=O,-0.0377,7.7,4.8,-10.0,1.2,18.8,7.8,-19.6,-3.9
CC(=O)c1ccc(N2CCN(CCC#N)CC2)c(F)c1,-1.27,-2.5,5.6,4.3,1,-12.9,7.3,-20.6,-26.0
CN1C(=O)CSc2ccc(NC(=O)NCCC3=CCCCC3)cc21,0.654,9.6,5.3,-2.0,.,-19.3,8.8,.,-5.5
CCn1cc(C2=NCCO2)c2ccccc21,0.794,-2.7,3.6,-6.8,.,4.4,7.9,-12.4,-1.1
CN(C)c1ccc(C(c2nnnn2C2CCCCC2)N2CCN(C(=O)c3ccco3)CC2)cc1 (stereo unspecified),.,6.1,6.3,-9.8,1.1,1.7,17.3,-3.6,-10.6
O=C(C/C=N/OCc1ccc(Cl)cc1Cl)c1ccc(Cl)cc1,-1.92,.,.,-2.7,.,-11.3,-11.5,-23.3,21.6
CCN(CC)S(=O)(=O)c1cccc(C(=O)Nc2nc3cc4c(cc3s2)OCCO4)c1,0.0885,-3.7,7.2,.,1.3,.,.,.,.
CCOC(=O)C1=C(C)Nc2ncnn2C1c1c[nH]c2ccccc12 (stereo unspecified),0.00123,0.3,-0.1,7.9,1.1,-44.5,-7.4,-11.0,2.6
CCOCCCn1c(=S)[nH]c2cc(C(=O)N3CCN(C)CC3)ccc2c1=O,0.248,1.0,-0.3,-31.3,1.3,2.1,5.5,-24.2,-30.3
CSCCOC(=O)C1=C(C)Nc2ccc(C)cc2S1,-0.654,-5.2,5.1,1.4,1.3,13.4,11.7,-15.5,-7.1
O=C(CCN1CCCCC1)NCNC(=O)CCN1CCCCC1,-0.777,-3.6,8.3,6.3,1.2,-2.9,-6.6,1.7,-20.0
COCc1cc(CN2CCN(C)CC2)c(O)c2ncccc12,0.00498,1.3,9.8,12.2,1,1.4,-3.1,0.0,15.7
CC(C)COn1c(=S)[nH]c2ccccc2c1=O,-0.384,5.1,7.8,-16.7,1.1,3.3,-3.0,-2.9,-10.2
O=C(CC(Cc1ccccc1)C(=O)O)NCCc1ccc2c(c1)OCO2 (stereo unspecified),-0.499,6.0,1.8,5.0,1.1,11.7,-6.2,2.3,-30.8
CC(C)(C)n1ncc2c(=O)n(CC(=O)OCc3ccccc3)cnc21,-0.601,-1.9,9.8,1.7,0.9,25.6,-5.7,73.1,13.5
Cc1ccc(C(=O)Nc2ccc(S(=O)(=O)N3CCN(C)CC3)cc2)cc1,-0.251,-6.3,6.5,0.1,1.3,-13.9,5.3,-7.1,13.2
CC(Sc1nnc(-c2cccs2)n1Cc1ccccc1)C(=O)NCc1ccc2c(c1)OCO2 (stereo unspecified),0.774,-1.8,2.8,-9.3,1.1,-9.6,.,-26.1,-28.2
CCCCS(=O)(=O)/C=C\C=C/S(=O)(=O)CCCC,.,-3.2,1.5,-0.4,0,86.3*,28.1,28.1,58.3
CCCCn1nc2cc(C(=O)NC3CCc4ccccc43)ccc2c1OCC (stereo unspecified),1.08,.,.,1.4,.,2.0,18.3,-8.6,.
CC(=O)Nc1ccc(S(=O)(=O)NCCc2ccccc2)cc1,0.191,9.0,-1.8,-10.0,1.2,7.3,-5.2,27.8,19.5
CCC(C)c1ccc(NC(=O)C2CCCN(c3ncccn3)C2)cc1 (stereo unspecified),1.05,.,.,4.8,1.3,-1.4,1.6,-20.2,-30.8
Cc1ccc(OCC(O)Cn2c(=N)n(CCN3CCCCC3)c3ccccc32)cc1 (stereo unspecified),-0.308,.,.,-8.1,1,2.6,-13.9,6.4,4.7
COc1cc(C)c(C)cc1S(=O)(=O)N1CCN(Cc2ccc3c(c2)OCO3)CC1,0.861,10.8,3.9,-4.1,1,-7.2,13.5,5.7,-3.8
CCc1nc(N2CCN(Cc3ccc4c(c3)OCO4)CC2)c2oc3ccccc3c2n1,0.874,.,.,12.0,.,26.8,19.2,8.7,-22.7
COCC(=O)NC1CCN(CC(=O)Nc2ccc(OC)cc2[N+](=O)[O-])CC1,-0.011,.,.,2.7,.,15.1,8.3,1.2,-18.6
C=CCn1c(Cc2nc3ccc(Cl)cc3[nH]2)n[nH]c1=S,0.407,4.4,4.4,6.1,1.1,14.5,42.8,-27.4,6.7
COc1ccc2c(c1)C(C)=CC(C)(C)N2C(=O)Nc1ccccc1,0.348,-9.2,-3.6,15.9,1.1,18.0,5.8,5.5,32.1
Cc1ccc(O)c(-c2cc(-c3cccc(F)c3)n[nH]2)c1,0.031,-6.7,8.3,-22.4,2.1*,2.4,-14.4,-0.8,-5.3
CCOC(=O)/C(C#N)=C/c1ccc(-c2ccsc2C(=O)OC)o1,0.35,.,.,4.5,.,3.7,3.6,-2.3,6.3
O=C(c1ccco1)N1CCN(C2CC(=O)N(c3ccc4c(c3)OCO4)C2=O)CC1 (stereo unspecified),-0.616,-8.7,7.5,-4.3,1.1,-7.8,15.8,-16.3,30.6
CCn1c2ccccc2c2cc(NC(=O)CSc3nnc(-c4cccc(OC)c4)n3N)ccc21,0.584,.,.,6.5,.,9.3,23.8,-15.2,14.6
O=C(Cn1c(=O)oc2ccccc21)NC(=O)NCc1ccccc1,0.445,-1.6,5.1,5.1,1.1,6.2,2.1,-2.6,4.2
CCOC(=O)/C=c1\s/c(=C\c2ccc3cc(OC)ccc3c2)c(=O)n1CC(=O)NCC1CCCO1 (stereo unspecified),-0.193,.,.,9.5,.,-22.1,-5.4,-24.1,4.7
Cc1ccc2[nH]c(=O)c(C(c3nnnn3CCc3ccccc3)N3CCOCC3)cc2c1 (stereo unspecified),0.691,4.5,10.4,7.2,1.1,17.9,-7.8,-14.4,-40.8
CC1CCCC(C)N1C(=O)CN1CCN(c2nc(-c3ccc(F)cc3)cs2)CC1 (stereo unspecified),1.35,4.5,4.0,2.3,0.9,7.2,9.0,-39.7,-36.9
Oc1ccc2ccccc2c1CNn1cnnc1,0.0168,.,.,-7.4,.,-3.8,11.5,-10.3,-4.1
Cc1cc(C)nc(NC(=O)/C=C/c2ccc(Cl)cc2Cl)c1,.,.,.,1.3,.,-5.0,-18.3,-13.4,-61.3
O=C1C2CC=CCC2C(=O)N1CNc1ccccc1 (stereo unspecified),-0.0216,14.7,6.2,-1.5,1.3,-22.0,16.3,4.4,25.8
Cc1cc(NC(=O)Cn2c(=O)n(Cc3ccccc3)c(=O)c3ccccc32)no1,.,.,.,-3.3,1,5.4,0.5,-17.0,-30.5

Among those listed so far, these contain a halogen:
SMILES,DAT uptake mod,Smad3 inh,Calb biofilm kill,PTPN22 inh 2,MT1-MMP txn act,VCAM1 TNFa inh,cytoskel mod,HUVEC tox TNFa,HUVEC tox IL1B
Cc1cc(Nc2ncc(Cl)cc2Cl)n(-c2ccccn2)n1,0.055,4.8,11.7,.,0.9,.,.,.,.
O=C(Nc1ccc(N2CCOCC2)c(Cl)c1)c1ncn[nH]1,0.117,-1.3,-0.5,15.2,1,2.2,4.7,-29.3,-9.4
CC(=O)c1ccc(N2CCN(CCC#N)CC2)c(F)c1,-1.27,-2.5,5.6,4.3,1,-12.9,7.3,-20.6,-26.0
O=C(C/C=N/OCc1ccc(Cl)cc1Cl)c1ccc(Cl)cc1,-1.92,.,.,-2.7,.,-11.3,-11.5,-23.3,21.6
C=CCn1c(Cc2nc3ccc(Cl)cc3[nH]2)n[nH]c1=S,0.407,4.4,4.4,6.1,1.1,14.5,42.8,-27.4,6.7
Cc1ccc(O)c(-c2cc(-c3cccc(F)c3)n[nH]2)c1,0.031,-6.7,8.3,-22.4,2.1*,2.4,-14.4,-0.8,-5.3
CC1CCCC(C)N1C(=O)CN1CCN(c2nc(-c3ccc(F)cc3)cs2)CC1 (stereo unspecified),1.35,4.5,4.0,2.3,0.9,7.2,9.0,-39.7,-36.9
Cc1cc(C)nc(NC(=O)/C=C/c2ccc(Cl)cc2Cl)c1,.,.,.,1.3,.,-5.0,-18.3,-13.4,-61.3
